Bioassay records (PubChem BioAssay)
STAT1 act – increases IFN-gamma driven STAT1 reporter signal; activation (% of control), % at 5.5 µM; AID 932; NIH 3T3 STAT1-luciferase reporter, luminescence; 100% = IFN-gamma alone, no compound; 2.6% of 200,000 active;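 active = activation above the screen-wide mean activation plus 3 SD, cut at about 130% in these data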;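 also: raw ratio to IFN-gamma control signal so 100% means no change and 0% no light; values of inactives mirror those of a sister screen read the other way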
APP transl inh – APP translation inhibition; SH-SY5Y APP 5'UTR-luciferase reporter, luminescence; inhibition, % at 2 µM; 0.82% of 190,000 active;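 active = inhibition above a set limit, derived from the sample mean plus 3 SD, cut at about 45% in these data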; also: values of inactives mirror those of a sister screen read the other way
RAM network inh – yeast RAM network inhibition. S. cerevisiae dse1pr::URA3 reporter, 5-FOA growth OD615, 2 d; analog-sensitive cbk1-as2 kinase mutant strain. 1.8% of 190,000 active. inhibition, % at 50 µM;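 active = inhibition above a set limit, 3 SD over mean compound inhibition, cut at about 8.4% in these data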;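 also: 0% = DMSO-only wells with no growth and 100% = 10 µM 1-NA-PP1 full growth; inhibition rescues growth on 5-FOA so higher OD means more RAM inhibition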
Hsp70 act – switches on Hsp70 transcription | HeLa Hsp70 promoter luciferase reporter, luminescence; scaled: vehicle 0, proteasome-inhibitor control 100% | AID 1203 | activation, % at 10 µM | 0.04% of 200,000 active;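 active = activation above the mean across all tested compounds plus 3 SD, cutoff set per campaign, cut at about 5.5% in these data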;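 also: 100% = MG132 at 30 µM as the positive control and 0% = DMSO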
STAT1 inh – inhibitors of IFN-gamma induced STAT1 signaling | NIH 3T3 STAT1-luciferase reporter, luminescence | inhibition, % at 5.5 µM | 0.35% of 200,000 active;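 active = inhibition above a set limit, the mean inhibition across all tested compounds plus 3 SD, cut at about 34% in these data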;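 also: 0% = IFN-gamma with DMSO and 100% = IFN-gamma with 300 µM nifuroxazide; values of inactives mirror those of a sister screen read the other way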
NF-kB expr up – raises NF-kB expression in human neuronal cells; fold change at 12.5 µM; 1.6% of 190,000 active; NF-kB reporter expression; hits give high values; in the data active = fold change above about 3.3
APP 5'UTR act – activates APP 5'UTR luciferase reporter; SH-SY5Y APP 5'UTR luciferase reporter, luminescence; zero percent = DMSO vehicle wells; activation, % at 2 µM; 1% of 190,000 active; AID 1276;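 active = activation above a set limit, based on mean plus 3 SD of controls, cut at about 140% in these data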; also: values of inactives mirror those of a sister screen read the other way
FLuc inh counter – inhibits firefly luciferase, flagging false hits in luciferase inhibition screens. 1.5% of 200,000 active. ATPLite firefly luciferase biochemical luminescence, 10 min. inhibition, % at 10 µM. AID 1006;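 active = inhibition above about 50% when tested at 10 µM, limit read from the data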
Target sequence (P08659 whole entry, looked up): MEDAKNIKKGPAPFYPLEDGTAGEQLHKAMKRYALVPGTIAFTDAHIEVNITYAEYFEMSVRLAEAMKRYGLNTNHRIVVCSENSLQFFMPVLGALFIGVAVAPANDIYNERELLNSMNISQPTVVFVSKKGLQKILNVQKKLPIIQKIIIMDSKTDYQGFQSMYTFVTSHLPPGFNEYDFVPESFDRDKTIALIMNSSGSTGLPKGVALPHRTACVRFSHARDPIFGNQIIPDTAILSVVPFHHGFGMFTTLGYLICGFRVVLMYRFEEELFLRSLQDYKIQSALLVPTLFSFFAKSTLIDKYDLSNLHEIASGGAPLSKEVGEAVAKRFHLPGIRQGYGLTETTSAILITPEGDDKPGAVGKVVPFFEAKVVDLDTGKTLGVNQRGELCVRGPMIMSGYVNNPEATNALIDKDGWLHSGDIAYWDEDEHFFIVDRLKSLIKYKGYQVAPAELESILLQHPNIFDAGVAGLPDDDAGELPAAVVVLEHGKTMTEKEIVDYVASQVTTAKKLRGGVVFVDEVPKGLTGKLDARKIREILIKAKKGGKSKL
STAT3 inh – inhibitors of IL-6 induced STAT3 signaling. 0.89% of 190,000 active. inhibition, % at 5.5 µM. U3A cells, IL-6 STAT3-luciferase reporter, luminescence; host cell line lacks STAT1;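 active = inhibition above the mean inhibition across all screened compounds plus 3 SD, cut at about 44% in these data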;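 also: 0% = DMSO only wells and 100% = 100 µM nifuroxazide control wells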
STAT3 activator – activators of IL-6 induced STAT3 signaling; AID 871; activation (% of control), % at 5.6 µM; 0.91% of 190,000 active; U3A cells, IL-6 STAT3-luciferase reporter, luminescence; 100% = signal with IL-6 EC80 alone;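 active = activation above the screen-wide mean of compound activation plus 3 SD, cut at about 130% in these data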;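 also: 0% = background luminescence of wells with medium and substrate only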
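Material: STAT1-lacking human U3A cells, STAT3 luciferase reporter | Benchmarks: IL-6-only wells as 100% reference | Probe or stimulus: IL-6 (33 ng/mL) | Timing: Compound 1 h, then IL-6 6 h at 37 °C | Detection: Luminescence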
Active calls of the source: *; . = no result given.

1: Cc1ccc(NC(=O)CCc2c(C)nc3ncnn3c2C)nc1
2: C#CC(=O)N(c1cc(OC)ccc1OC)C(C(=O)NC1CCCC1)c1cccs1 (stereo unspecified)
3: Cc1ccc(CN(Cc2cccnc2)C(=S)Nc2cccc(Cl)c2C)cc1
4: COc1ccc(S(=O)(=O)N2CCC(C(=O)N3CCOCC3)CC2)cc1
5: CCOC(=O)c1cccc(NC(=O)CSc2nnc(COc3ccccc3)n2CC)c1
6: CCC(C)N(C(=O)COC(=O)C1C(C(=O)OC)=C(C)NC(C)=C1C(=O)OC)C1CCS(=O)(=O)C1 (stereo unspecified)

Screen / compound no.	1	2	3	4	5	6
STAT1 act	109	33	99	96	96	102
APP transl inh	-8	11	-10	-10	10	-10
RAM network inh	-0.3	0.9	-0.2	2.0	14*	1.4
Hsp70 act	-0.6	-0.2	0.0	0.0	-0.4	-0.1
STAT1 inh	-10	75*	-1	4	4	-2
NF-kB expr up	0.8	0.17	1.2	1	0.79	1.5
APP 5'UTR act	8	-11	10	10	-10	10
FLuc inh counter	-9	-6	-8	-4	-2	-5
STAT3 inh	3	114*	9	-3	22	1
STAT3 activator	101	11	99	105	86	101

7: COc1cc(NC(=O)CSc2nc3ccccc3cc2Cc2ccccc2)cc(OC)c1
8: COc1cc(NC(=O)C2=C(N3CCOCC3)/C(=C\c3ccc(Br)cc3)CC2)cc(OC)c1OC
9: O=C(O)c1cc(=O)c2cc(Cl)ccc2o1
10: CN1OCC(S(=O)(=O)c2ccccc2)C1c1ccccc1 (stereo unspecified)
11: CN1CCC(OC(=O)COc2ccc(Br)cc2)CC1
12: COc1cccc(-c2nc(C(N)=O)c3[nH]c(=O)n(-c4ccccc4)c3n2)c1OC

Screen / compound no.	7	8	9	10	11	12
STAT1 act	103	91	98	95	101	102
APP transl inh	3	-17	1	-5	-13	0
RAM network inh	5.8	3.5	0.0	1.7	0.7	3.5
Hsp70 act	-0.2	0.2	-0.2	-0.4	-0.3	-0.1
STAT1 inh	-4	10	2	3	-4	-1
NF-kB expr up	0.88	1	1	0.96	1.1	0.83
APP 5'UTR act	-3	17	-1	5	13	0
FLuc inh counter	-8	-6	-5	1	1	-7
STAT3 inh	10	17	-3	-2	-3	6
STAT3 activator	97	85	103	103	107	96

13: COc1ccc(OC)c(CNn2c(-c3cccc(C)c3)nc3ccccc3c2=O)c1
14: COc1cc(/C=N/NC(N)=S)ccc1OCC(=O)N1CCOCC1
15: CCN(C(=O)c1cccnc1)c1ccccc1
16: COc1ccc(CCNC(=O)COc2ccc(C)nc2[N+](=O)[O-])cc1
17: Cc1cccc(N2CCN(C(c3ccncc3)c3nnnn3C(C)(C)C)CC2)c1C (stereo unspecified)
18: COc1ccc(CNC(=O)C(C)NS(=O)(=O)c2ccc(C)cc2)cc1 (stereo unspecified)

Screen / compound no.	13	14	15	16	17	18
STAT1 act	105	93	96	101	100	101
APP transl inh	18	3	4	-11	-24	-12
RAM network inh	1.3	2.3	1.6	0.3	2.1	-1.1
Hsp70 act	-0.3	-0.4	-0.1	0.0	-0.4	0.0
STAT1 inh	-3	7	0	-1	-1	-2
NF-kB expr up	0.96	1.2	1.1	1.3	1.1	1.3
APP 5'UTR act	-18	-3	-4	11	24	12
FLuc inh counter	-6	-6	-6	-6	-6	-2
STAT3 inh	1	13	-2	13	-13	7
STAT3 activator	100	93	101	90	114	104

19: Cc1cccc(NC(=S)Nc2ccc(N3CCOCC3)cc2)c1C
20: N[C@@H](CO)c1nnc([C@H](CC(=O)O)NC(=O)C2CCNCC2)o1
21: COc1ccc(CNC(=O)c2ccc(SC)cc2OC)cc1
22: Cc1sc2nc3c(C(=O)N4CCCC4)cc(C(=O)c4ccccc4O)cn3c(=O)c2c1C
23: COc1ccc(OC)c(/C=C/C(=O)N2CCCc3ccccc32)c1
24: O=C(NNC1OC(CO)C(O)C(O)C1O)c1cccnc1 (stereo unspecified)

Screen / compound no.	19	20	21	22	23	24
STAT1 act	103	91	101	102	106	102
APP transl inh	-14	0	16	-13	0	6
RAM network inh	0.9	0.3	0.9	0.0	1.5	-0.2
Hsp70 act	-0.1	0.4	-0.5	0.1	-0.2	0.0
STAT1 inh	-3	11	-1	-5	-8	-4
NF-kB expr up	0.82	1.1	0.99	0.81	1	1.1
APP 5'UTR act	14	0	-16	13	0	-6
FLuc inh counter	-2	-6	-4	-3	-5	-2
STAT3 inh	3	.	10	21	6	2
STAT3 activator	96	.	96	86	96	102

25: Cc1cccc(/C=C2\Oc3cc(OS(C)(=O)=O)ccc3C2=O)c1
26: COc1ccc(N(C)C(=S)Oc2ccc(C(=O)Nc3ccccc3)cc2)cc1
27: COc1ccc(C(=O)/C=C/c2ccc(C)cc2)c(OC(=O)c2ccc([N+](=O)[O-])cc2)c1
28: CCn1cc(C(=O)NCc2ccc3c(c2)OCO3)c2cc(OC)c(OC)cc2c1=O
29: N#CCSc1nc2ccccc2c(=O)n1C1CCCCC1
30: COc1ccc(C2CC(c3cccs3)=NN2c2ccc(F)cc2)cc1OC (stereo unspecified)

Screen / compound no.	25	26	27	28	29	30
STAT1 act	99	112	102	100	92	102
APP transl inh	-22	-12	6	-12	-14	1
RAM network inh	12*	2.8	1.3	7.2	2.4	2.8
Hsp70 act	0.1	-0.2	-0.1	-0.4	-0.1	-0.3
STAT1 inh	2	-7	-2	0	7	-5
NF-kB expr up	1.5	1.2	1	1.1	1.1	0.97
APP 5'UTR act	22	12	-6	12	14	-1
FLuc inh counter	0	0	2	1	-10	-3
STAT3 inh	11	12	11	1	1	17
STAT3 activator	93	97	96	103	107	88

31: C/C=C/C(=O)OCC(=O)Nc1ccccc1Br
32: CCOc1ccc2[nH]c(=O)c(CN(CCc3ccccc3)C(=O)c3cnccn3)cc2c1
33: Fc1ccc(-c2nnc3ccccn23)cc1
34: COc1ccc(-c2cn3cc([N+](=O)[O-])ccc3n2)cc1OC
35: Cc1cc(CNC(=O)CC2C(=O)NCCN2CC(C)(C)C)nn1C (stereo unspecified)
36: O=C(c1ccc(Cl)cc1)C1CCCN(C(=O)c2csnn2)C1 (stereo unspecified)

Screen / compound no.	31	32	33	34	35	36
STAT1 act	93	100	91	120	109	99
APP transl inh	-13	1	-4	-33	-3	-2
RAM network inh	1.3	4.5	1.4	-0.4	0.5	0.8
Hsp70 act	0.0	-0.3	0.0	-0.1	-0.2	-0.5
STAT1 inh	7	0	9	-21	-12	-1
NF-kB expr up	1.1	0.89	1.1	1.5	.	0.9
APP 5'UTR act	13	-1	4	33	3	2
FLuc inh counter	-2	-2	-6	21	-4	-6
STAT3 inh	5	1	10	29	16	7
STAT3 activator	100	101	96	81	90	99

Compound profiles, as listed above:
Record of Cc1cc(CNC(=O)CC2C(=O)NCCN2CC(C)(C)C)nn1C (stereo unspecified) : STAT1 act: 109; APP transl inh: -3; RAM network inh: 0.5; Hsp70 act: -0.2; STAT1 inh: -12; NF-kB expr up: .; APP 5'UTR act: 3; FLuc inh counter: -4; STAT3 inh: 16; STAT3 activator: 90
Record of C/C=C/C(=O)OCC(=O)Nc1ccccc1Br : STAT1 act: 93; APP transl inh: -13; RAM network inh: 1.3; Hsp70 act: 0.0; STAT1 inh: 7; NF-kB expr up: 1.1; APP 5'UTR act: 13; FLuc inh counter: -2; STAT3 inh: 5; STAT3 activator: 100

The list continues.
37: Cc1onc(-c2ccccc2)c1C(=O)Nc1ccncc1
38: COC(=O)c1ccccc1NC(=O)c1cc(-c2cccs2)on1
39: N#CC(C#N)=C(Nc1ccc(F)cc1)SCc1cccc(F)c1
40: O=C(NC(=S)Nc1ccc(N2CCOCC2)cc1)c1ccc2c(c1)OCCO2
41: COc1ccc(NC(=O)CN(C)CC(=O)Nc2ccc(N3CCOCC3)cc2)c([N+](=O)[O-])c1
42: CCN1C(=O)C(O)(CC(=O)C(C)(C)C)c2cc(Br)ccc21 (stereo unspecified)

Screen / compound no.	37	38	39	40	41	42
STAT1 act	94	102	56	108	106	104
APP transl inh	0	4	4	-16	19	-13
RAM network inh	0.5	-0.7	3.1	-0.7	-0.5	2.7
Hsp70 act	-0.5	-0.1	-0.3	-0.4	-0.4	0.0
STAT1 inh	3	-2	49*	-10	-8	-6
NF-kB expr up	1.1	1.1	1.1	0.76	1	1.5
APP 5'UTR act	0	-4	-4	16	-19	13
FLuc inh counter	-4	-1	-5	-4	-5	-8
STAT3 inh	5	-1	59*	8	-3	5
STAT3 activator	97	103	52	96	105	99

43: CC1CCCC(NC(=O)C2CCN(S(=O)(=O)N3CCCCCC3)CC2)C1C (stereo unspecified)
44: CCN(CC)c1ccc2c(Cl)cc(=O)oc2c1
45: COc1cc(C(=O)Nc2cccc3cccnc23)cc(OC)c1OC
46: CNC(=O)/C(=C/c1ccc2c(c1)OCO2)NC(=O)c1ccc(Br)cc1
47: Cn1nc(-c2ccccc2)c(CSc2cccc(Cl)c2)c1Cl
48: CCc1ccc(NC(=O)c2ccc(F)c(S(=O)(=O)N(CC)c3ccccc3)c2)cc1

Screen / compound no.	43	44	45	46	47	48
STAT1 act	97	99	99	107	92	106
APP transl inh	2	-15	2	-10	-2	-5
RAM network inh	3.2	1.1	2.1	4.1	1.3	5.4
Hsp70 act	-0.3	-0.3	-0.2	-0.4	0.1	-0.2
STAT1 inh	4	1	1	-8	9	-7
NF-kB expr up	1	1.1	0.64	1.2	1.1	1.2
APP 5'UTR act	-2	15	-2	10	2	5
FLuc inh counter	-6	-5	0	-8	-1	-4
STAT3 inh	-1	9	14	0	-5	5
STAT3 activator	104	101	91	102	105	98

49: O=C(COc1ccc2ccccc2c1Br)NCc1ccccn1
50: Cc1ccccc1CSc1nnc(-c2ccccc2)c(=O)[nH]1
51: O=C(NC1CCCc2ccccc21)C1CCN(S(=O)(=O)c2cnc[nH]2)CC1 (stereo unspecified)
52: CCCC12CN3CC(C)(CN(C1)C31C(=O)Nc3ccc(C)cc31)C2=O (stereo unspecified)
53: N#Cc1cccc(S(=O)(=O)NCC(=O)OCC(=O)c2ccc[nH]2)c1
54: Cc1ccccc1NS(=O)(=O)c1ccc(OCCNS(C)(=O)=O)cc1

Screen / compound no.	49	50	51	52	53	54
STAT1 act	122	119	95	97	106	103
APP transl inh	-12	-2	0	-17	-2	-8
RAM network inh	-1.2	2.2	0.3	0.2	1.3	-0.7
Hsp70 act	-0.2	-0.1	-0.2	-0.4	-0.2	-0.2
STAT1 inh	-26	-21	6	3	-8	-3
NF-kB expr up	1.4	1	0.94	1.1	1.1	0.92
APP 5'UTR act	12	2	1	17	2	8
FLuc inh counter	-3	3	2	-8	-10	-6
STAT3 inh	10	3	-14	-4	-2	-9
STAT3 activator	99	99	115	103	105	105

55: Cc1nnsc1C(=O)NNC(=O)Nc1ccccc1
56: CC(=O)c1ccc(N2CCN(C(=O)c3ccc(Cn4c(=S)[nH]c5ccc(N6CCOCC6)cc5c4=O)cc3)CC2)cc1
57: Cc1ccc(S(=O)(=O)N2CCCCC2)cc1NC(=O)c1ccc2ccccc2n1
58: CCOC(=O)C1CN(S(=O)(=O)c2ccccc2)c2cc(S(=O)(=O)CC)ccc2O1 (stereo unspecified)

Screen / compound no.	55	56	57	58
STAT1 act	95	101	95	97
APP transl inh	21	-40	-19	-14
RAM network inh	1.0	9.4*	5.4	0.6
Hsp70 act	-0.3	-0.1	-0.4	0.3
STAT1 inh	5	1	6	3
NF-kB expr up	1.1	1.5	1.2	1
APP 5'UTR act	-21	40	19	14
FLuc inh counter	-5	-3	2	-5
STAT3 inh	8	20	-20	1
STAT3 activator	95	87	119	104
